Screening data: PubChem, Broad Institute
NSD2 inh: NSD2 (human) methyltransferase inhibition; O96028; NSD2-SET H3K36me1 DELFIA fluorescence, biochemical; hit rate 0.07% among 44,000; inhibition, % at 12.5 µM; in the data active = inhibition above about 54%, passing the limit was not always enough;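 note: inhibitors reduce the monomethyl H3K36 fluorescence signal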
Target sequence (O96028 whole entry, looked up): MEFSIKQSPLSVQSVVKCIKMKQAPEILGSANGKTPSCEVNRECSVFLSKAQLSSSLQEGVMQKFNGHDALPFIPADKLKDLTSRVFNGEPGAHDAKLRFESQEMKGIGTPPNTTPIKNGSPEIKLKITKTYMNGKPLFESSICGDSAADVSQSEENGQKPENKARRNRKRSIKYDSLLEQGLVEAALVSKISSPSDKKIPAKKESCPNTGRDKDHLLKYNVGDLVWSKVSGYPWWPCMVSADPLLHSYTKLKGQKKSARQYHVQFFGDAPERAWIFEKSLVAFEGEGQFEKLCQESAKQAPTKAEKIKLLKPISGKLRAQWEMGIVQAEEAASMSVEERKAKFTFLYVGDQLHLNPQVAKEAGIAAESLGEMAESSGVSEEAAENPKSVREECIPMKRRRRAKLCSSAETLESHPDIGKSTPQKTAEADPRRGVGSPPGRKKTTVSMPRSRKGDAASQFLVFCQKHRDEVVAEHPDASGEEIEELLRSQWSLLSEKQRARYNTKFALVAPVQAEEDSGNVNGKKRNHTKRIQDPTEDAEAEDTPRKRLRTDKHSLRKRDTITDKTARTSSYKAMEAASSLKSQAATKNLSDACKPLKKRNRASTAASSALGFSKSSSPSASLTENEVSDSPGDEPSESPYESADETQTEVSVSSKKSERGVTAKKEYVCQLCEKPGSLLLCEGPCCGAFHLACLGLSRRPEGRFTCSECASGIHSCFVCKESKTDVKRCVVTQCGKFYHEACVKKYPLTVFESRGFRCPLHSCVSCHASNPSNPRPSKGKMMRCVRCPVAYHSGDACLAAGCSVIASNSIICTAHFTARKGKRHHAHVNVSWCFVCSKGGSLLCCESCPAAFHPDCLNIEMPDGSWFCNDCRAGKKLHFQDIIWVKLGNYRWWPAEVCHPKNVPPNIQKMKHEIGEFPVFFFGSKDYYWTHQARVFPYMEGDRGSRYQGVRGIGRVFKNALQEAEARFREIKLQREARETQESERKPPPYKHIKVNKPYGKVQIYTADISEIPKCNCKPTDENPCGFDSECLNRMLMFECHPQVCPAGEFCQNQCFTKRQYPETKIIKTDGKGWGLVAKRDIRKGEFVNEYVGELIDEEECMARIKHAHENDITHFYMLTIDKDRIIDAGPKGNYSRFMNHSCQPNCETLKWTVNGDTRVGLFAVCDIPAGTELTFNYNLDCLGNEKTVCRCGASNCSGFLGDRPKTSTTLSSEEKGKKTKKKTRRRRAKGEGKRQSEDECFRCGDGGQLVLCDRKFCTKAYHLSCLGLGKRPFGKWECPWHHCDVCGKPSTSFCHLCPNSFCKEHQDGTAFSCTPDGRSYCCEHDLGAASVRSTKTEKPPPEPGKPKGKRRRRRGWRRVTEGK
An asterisk follows results filed as active. A portion of the library; the hit share may differ from the screen's.

structure	NSD2 inh
C[C@@H]1CN([C@H](C)CO)C(=O)c2cc(NC(=O)Nc3ccccc3)ccc2O[C@@H]1CN(C)C(=O)Nc1ccc2c(c1)OCO2	-5.8
COc1ccc(NC(=O)N(C)C[C@H]2Oc3ccc(NS(=O)(=O)c4ccc(OC)cc4)cc3C(=O)N([C@@H](C)CO)C[C@@H]2C)cc1	2.9
C[C@H](CO)N1C[C@H](C)[C@@H](CN(C)C(=O)Nc2ccccc2F)OCc2cn(nn2)CCCC1=O	-1.4
CNC[C@@H]1Oc2c(NS(=O)(=O)c3ccc(OC)cc3)cccc2C(=O)N([C@H](C)CO)C[C@@H]1C	6.0
C/C=C/[C@@H](CCn1cc([C@H](O)c2ccccc2)nn1)[Si](C)(C)c1ccc(OC)cc1	1.0
C[C@@H]1CN([C@@H](C)CO)C(=O)Cc2cc(NC(=O)Cc3cn(C)c4ccccc34)ccc2O[C@@H]1CN(C)S(=O)(=O)c1ccccc1	-11.9
C/C=C1\[C@H]2C=C(C)C[C@]1(N)c1ccc(=O)[nH]c1C2	-4.8
C=C1C(=O)OC2CC(C)C3(/C=C/C(C)=O)OC3CC12 (stereo not given)	9.8
O=S(=O)(NCCCO)c1ccc(Br)cc1	5.0
C[C@@H]1CCCCO[C@@H](CN(C)S(=O)(=O)c2ccccc2)[C@@H](C)CN([C@@H](C)CO)C(=O)c2cc(NC(=O)CCCN(C)C)ccc2O1	-4.6
C[C@H]1CN([C@@H](C)CO)C(=O)Cc2cc(NS(=O)(=O)c3ccc(F)cc3)ccc2O[C@@H]1CN(C)S(=O)(=O)c1cn(C)cn1	1.9
Clc1cccc(C=NC=Nc2cccc(Cl)c2)c1	-1.9
COc1ccc(S(=O)(=O)Nc2ccc3c(c2)CC(=O)N([C@H](C)CO)C[C@@H](C)[C@@H](CN(C)Cc2ccc(C(=O)Nc4ccccc4N)cc2)O3)cc1	-0.1
Cc1ccc(S(=O)(=O)Nc2cccc3c2O[C@@H](CN(C)Cc2ccncc2)[C@H](C)CN([C@H](C)CO)C3=O)cc1	4.2
C[C@@H]1CN([C@@H](C)CO)C(=O)c2cc(NS(=O)(=O)c3cn(C)cn3)ccc2O[C@@H]1CN(C)C(=O)Nc1cccc2ccccc12	1.7
C[C@@H]1CN([C@@H](C)CO)S(=O)(=O)c2ccc(C#Cc3ccccc3)cc2O[C@H]1CN(C)S(C)(=O)=O	-3.8
Cc1ccc(S(=O)(=O)N(C)C[C@H]2OCCCC[C@@H](C)Oc3ccc(N(C)C)cc3C(=O)N([C@@H](C)CO)C[C@H]2C)cc1	-3.7
COc1ccc(CN(C)C[C@H]2Oc3ccc(NS(C)(=O)=O)cc3C(=O)N([C@H](C)CO)C[C@@H]2C)cc1	-0.5
C[C@H](CO)N1C[C@H](C)[C@@H](CN(C)C(=O)Nc2ccc3c(c2)OCO3)Oc2ccc(NC(=O)c3ccncc3)cc2C1=O	4.9
CCS(=O)(=O)N[C@@H]1CC[C@@H](CC(=O)NC2Cc3ccccc3C2)O[C@@H]1CO	17.6
Cc1ccccc1-c1ccc2c(c1)O[C@H](CN(C)Cc1ccc(C(=O)O)cc1)[C@H](C)CN([C@H](C)CO)S2(=O)=O	4.6
CCCC#Cc1cnc2c(c1)C(=O)N([C@@H](C)CO)C[C@H](C)[C@@H](CN(C)C(=O)c1ccccc1)O2	-2.0
COc1ccc(CN(C)C[C@@H]2Oc3ccc(NC(=O)Nc4ccccc4)cc3C(=O)N([C@H](C)CO)C[C@@H]2C)cc1	1.8
C[C@H](CO)N1C[C@H](C)[C@@H](CN(C)S(=O)(=O)c2cccc(F)c2)Oc2ncc(-c3cccc(C(=O)N(C)C)c3)cc2C1=O	2.4
C[C@H](CO)N1C[C@H](C)[C@H](CN(C)S(=O)(=O)c2ccc(Cl)cc2)Oc2ccc(NC(=O)Nc3ccc(F)cc3)cc2CC1=O	-2.4
Cc1ccc(S(=O)(=O)N(C)C[C@@H]2OCCCC[C@@H](C)Oc3ccc(NC(=O)NC4CCCCC4)cc3C(=O)N([C@H](C)CO)C[C@@H]2C)cc1	2.8
C[C@H]1CN([C@@H](C)CO)C(=O)c2cc(-c3cccc(C#N)c3)cnc2O[C@H]1CN(C)C(=O)c1ccccn1	-0.9
O=C(N/N=C/c1ccc(O)c2ccccc12)c1ccccn1	7.1
C[C@@H]1CN([C@@H](C)CO)C(=O)c2cc(NS(=O)(=O)c3ccc(Cl)cc3)ccc2O[C@@H]1CN(C)S(=O)(=O)c1ccccc1	0.1
Cc1noc(C)c1NC(=O)Nc1ccc2c(c1)C(=O)N([C@@H](C)CO)C[C@H](C)[C@@H](CN(C)Cc1ccc(C(=O)Nc3ccccc3N)cc1)O2	-8.3
CC(C)NC(=O)Nc1ccc2c(c1)C(=O)N([C@H](C)CO)C[C@@H](C)[C@@H](CN(C)Cc1ccc(C(F)(F)F)cc1)O2	-2.7
C[C@H](CO)N1C[C@H](C)[C@H](CN(C)S(=O)(=O)c2ccccc2)Oc2ccc(NC(=O)Cn3cnnn3)cc2CC1=O	-1.1
CC1CC(=O)c2cnc(N3CCc4ccccc43)nc2C1 (stereo not given)	0.3
CNC[C@H]1Oc2cc(C#CC3(O)CCCC3)ccc2S(=O)(=O)N([C@@H](C)CO)C[C@H]1C	9.8
C[C@@H]1CN([C@H](C)CO)C(=O)c2cccc(NS(=O)(=O)c3cn(C)cn3)c2O[C@@H]1CN(C)C(=O)Nc1ccc(C(F)(F)F)cc1	-10.4
C[C@@H]1CCCCO[C@H](CN(C)C(=O)Cc2ccccc2)[C@@H](C)CN([C@H](C)CO)C(=O)c2cc(NS(=O)(=O)c3cn(C)cn3)ccc2O1	7.3
COc1cccc(NC(=O)N(C)C[C@H]2OCc3cn(nn3)CCCC(=O)N([C@@H](C)CO)C[C@@H]2C)c1	-0.9
Cc1noc(C)c1NC(=O)N(C)C[C@@H]1OCCCC[C@@H](C)Oc2ccc(NS(C)(=O)=O)cc2C(=O)N([C@H](C)CO)C[C@@H]1C	27.3
Cc1cccn2c(=O)c3cc(C(=O)NC4CCSC4=O)sc3nc12 (stereo not given)	1.6
COc1ccc(NC(=O)N(C)C[C@H]2Oc3ccc(NC(=O)Nc4c(C)noc4C)cc3CC(=O)N([C@H](C)CO)C[C@H]2C)cc1	-3.3
O=C(CCCCCCC(=O)Nc1ccccc1O)N/N=C/c1ccccc1Cl	-2.0
CC(C)(C)[C@H]1C=C(C(=O)N2CCN(Cc3ccc4c(c3)OCO4)CC2)O[C@@H](OCCCCO)C1	-1.1
CCCNC(=O)N(C)C[C@H]1Oc2cc(-c3ccccc3F)ccc2S(=O)(=O)N([C@@H](C)CO)C[C@H]1C	-1.0
COc1ccc(CN(C)C[C@@H]2Oc3ccc(NC(=O)Nc4c(C)noc4C)cc3CC(=O)N([C@H](C)CO)C[C@H]2C)cc1	7.4
CCC(=O)N(C)C[C@@H]1Oc2cc(C#CCC(C)C)ccc2S(=O)(=O)N([C@H](C)CO)C[C@H]1C	-9.4
C[C@@H]1CN([C@H](C)CO)S(=O)(=O)c2ccc(-c3ccc(F)cc3)cc2O[C@@H]1CN(C)S(C)(=O)=O	8.9
CCOc1ccc(-c2nc3ccc(-c4nc5ccc(N6CCN(C)CC6)cc5[nH]4)cc3[nH]2)cc1	16.2
C[C@@H]1CN([C@@H](C)CO)C(=O)c2cc(NC(=O)Nc3cccc4ccccc34)ccc2O[C@@H]1CN(C)C(=O)Nc1ccc(C(F)(F)F)cc1	1.5
Cc1ccc(S(=O)(=O)N(C)C[C@H]2OCCCC[C@@H](C)Oc3ccc(NS(=O)(=O)c4cccs4)cc3C(=O)N([C@@H](C)CO)C[C@H]2C)cc1	-0.3
C[C@@H]1CN([C@@H](C)CO)C(=O)c2cc(C#CC3CCCCC3)cnc2O[C@@H]1CN(C)Cc1cncnc1	1.7

More compounds
structure	NSD2 inh
CCC(=O)N(C)C[C@H]1Oc2ncc(C#C[C@H](C)O)cc2C(=O)N([C@@H](C)CO)C[C@@H]1C	-5.2
C[C@H]1CN([C@@H](C)CO)C(=O)Cc2cc(NC(=O)Nc3ccc(F)cc3)ccc2O[C@H]1CN(C)Cc1ccc(C(=O)O)cc1	-1.1
CNC[C@@H]1Oc2ccc(NC(=O)Nc3cccc4ccccc34)cc2CC(=O)N([C@@H](C)CO)C[C@@H]1C	4.6
C/C=C/c1ccc2c(c1)O[C@H](CN(C)C(=O)COC)[C@@H](C)CN([C@@H](C)CO)S2(=O)=O	1.4
CC(C)NC(=O)N(C)C[C@H]1Oc2cc(Br)ccc2S(=O)(=O)N([C@@H](C)CO)C[C@@H]1C	1.7
C[C@H](CO)N1C[C@H](C)[C@H](CN(C)C(=O)Nc2ccc3c(c2)OCO3)Oc2ccc(NC(=O)CCCCCC(=O)Nc3ccccc3N)cc2C1=O	1.7
O=C(NO)c1cccc(C(=O)N/N=C/c2cccc(O)c2O)c1	16.2
C[C@H](CO)N1C[C@H](C)[C@@H](CN(C)C(=O)Nc2ccc(C(F)(F)F)cc2)Oc2c(NC(=O)c3cnccn3)cccc2C1=O	2.1
COc1ccc([Si](C)(C)[C@@H]2[C@@H](CCO)O[C@]3(C(=O)N(C)c4ccccc43)[C@H]2C)cc1	-5.5
COCC#Cc1ccc2c(c1)O[C@@H](CN(C)Cc1ccc(F)cc1)[C@@H](C)CN([C@H](C)CO)S2(=O)=O	9.1
C[C@@H]1CN([C@H](C)CO)C(=O)c2cccc(N(C)C)c2O[C@H]1CN(C)S(C)(=O)=O	8.9
C/C=C/c1cnc2c(c1)C(=O)N([C@H](C)CO)C[C@@H](C)[C@H](CN(C)S(=O)(=O)c1ccccc1F)O2	4.4
C[C@H](CO)N1C[C@H](C)[C@@H](CN(C)Cc2ccc(Oc3ccccc3)cc2)Oc2c(NC(=O)c3ccncc3)cccc2C1=O	-0.7
Cc1ccc(S(=O)(=O)N(C)C[C@H]2Oc3ccc(NC(=O)Nc4ccc(C(F)(F)F)cc4)cc3CC(=O)N([C@H](C)CO)C[C@@H]2C)cc1	-10.7
Cc1nc(SCC(C)C)c(C#N)c(C)c1C	0.1
O=C1NCN(c2ccccc2)C12CCN(CCCC(c1ccc(F)cc1)c1ccc(F)cc1)CC2	28.1
C[C@H]1CN([C@@H](C)CO)C(=O)Cc2cc(NC(=O)CCCCCC(=O)Nc3ccccc3N)ccc2O[C@@H]1CN(C)S(=O)(=O)c1ccc(Cl)cc1	-1.2
C[C@@H]1CCCCO[C@H](CN(C)C)[C@@H](C)CN([C@H](C)CO)C(=O)c2cc(NS(=O)(=O)c3ccc(Cl)cc3)ccc2O1	0.3
CC(=O)N(C)C[C@H]1Oc2ncc(C#CC(C)(C)O)cc2C(=O)N([C@H](C)CO)C[C@H]1C	9.3
C[C@@H]1CN([C@@H](C)CO)C(=O)c2cccc(NC(=O)c3nc4ccccc4s3)c2O[C@@H]1CN(C)S(=O)(=O)c1cccs1	3.9

Retrieved by compound from the entries so far, 4 records:
structure	NSD2 inh
C[C@@H]1CN([C@H](C)CO)C(=O)c2cccc(N(C)C)c2O[C@H]1CN(C)S(C)(=O)=O	8.9
Cc1ccc(S(=O)(=O)N(C)C[C@H]2Oc3ccc(NC(=O)Nc4ccc(C(F)(F)F)cc4)cc3CC(=O)N([C@H](C)CO)C[C@@H]2C)cc1	-10.7
O=C1NCN(c2ccccc2)C12CCN(CCCC(c1ccc(F)cc1)c1ccc(F)cc1)CC2	28.1
C[C@@H]1CN([C@@H](C)CO)C(=O)c2cccc(NC(=O)c3nc4ccccc4s3)c2O[C@@H]1CN(C)S(=O)(=O)c1cccs1	3.9

Continued.
structure	NSD2 inh
C[C@@H]1CN([C@H](C)CO)C(=O)Cc2cc(NC(=O)Nc3ccc(C(F)(F)F)cc3)ccc2O[C@@H]1CN(C)Cc1ccc(C(F)(F)F)cc1	-11.0
C[C@H]1CN([C@@H](C)CO)S(=O)(=O)c2ccc(Br)cc2O[C@H]1CN(C)C(=O)C1CC1	6.2
C[C@H]1CN([C@@H](C)CO)C(=O)c2cc(NS(=O)(=O)c3cn(C)cn3)ccc2O[C@@H]1CN(C)Cc1ccc(Oc2ccccc2)cc1	4.3
O=C(C[C@H]1C[C@H]2c3cc(NC(=O)Nc4ccc(C(F)(F)F)cc4)ccc3O[C@H]2[C@H](CO)O1)NCc1ccc2c(c1)OCO2	-4.5
C[C@@H]1CN([C@@H](C)CO)C(=O)c2cc(N(C)C)ccc2O[C@@H](C)CCCCO[C@H]1CN(C)Cc1ccccc1	-0.3
C[C@@H]1CN([C@H](C)CO)C(=O)c2cc(NC(=O)CCC(F)(F)F)ccc2O[C@@H](C)CCCCO[C@@H]1CN(C)S(=O)(=O)c1ccc(Cl)cc1	-2.6
C[C@H]1CN([C@@H](C)CO)C(=O)c2cccc(NS(=O)(=O)c3cccs3)c2O[C@@H]1CN(C)S(=O)(=O)c1ccccc1	7.4
C[C@H](CO)N1C[C@H](C)[C@H](CN(C)Cc2ccncc2)Oc2ccc(NC(=O)Cn3cnnn3)cc2CC1=O	3.7
O=C(C[C@H]1C=C[C@@H](NC(=O)Nc2ccccc2F)[C@@H](CO)O1)NCc1ccc(F)cc1	-5.0
C[C@H](CO)N1C[C@H](C)[C@H](CN(C)S(C)(=O)=O)Oc2ccc(NC(=O)Nc3ccccc3)cc2C1=O	3.1
CC(C)NC(=O)N(C)C[C@H]1Oc2ccc(NC(=O)CCCCCC(=O)Nc3ccccc3N)cc2CC(=O)N([C@H](C)CO)C[C@H]1C	2.3
C[C@@H]1CN([C@H](C)CO)C(=O)c2cc(NC(=O)NC3CCCCC3)ccc2O[C@H]1CN(C)S(=O)(=O)c1cccs1	-6.1
COc1ccc(S(=O)(=O)Nc2ccc3c(c2)C(=O)N([C@H](C)CO)C[C@@H](C)[C@H](CN(C)Cc2ccccc2)OCCCC[C@@H](C)O3)cc1	4.6
O=C(NO)c1ccc(C(=O)N/N=C/c2ccc(O)cc2)cc1	2.2
